Screens deposited in PubChem BioAssay by several laboratories.
ABCB6 inh 2 – blocks the human ABCB6 transporter; fluorescence ratio to DMSO, % at 10 µM; K562-ABCB6 porphyrin accumulation, flow cytometry, 1 h; hits give low values; 360,000 tested, 0.19% active;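 active = fluorescence ratio to DMSO below 75%, the collection mean minus 3 SD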;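 note: signal is porphyrin accumulated inside mitochondria; 100% equals median channel fluorescence of DMSO control wells; lower ratio means ABCB6 inhibition with less porphyrin fluorescence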
Target sequence (Q9NP58 whole entry, looked up): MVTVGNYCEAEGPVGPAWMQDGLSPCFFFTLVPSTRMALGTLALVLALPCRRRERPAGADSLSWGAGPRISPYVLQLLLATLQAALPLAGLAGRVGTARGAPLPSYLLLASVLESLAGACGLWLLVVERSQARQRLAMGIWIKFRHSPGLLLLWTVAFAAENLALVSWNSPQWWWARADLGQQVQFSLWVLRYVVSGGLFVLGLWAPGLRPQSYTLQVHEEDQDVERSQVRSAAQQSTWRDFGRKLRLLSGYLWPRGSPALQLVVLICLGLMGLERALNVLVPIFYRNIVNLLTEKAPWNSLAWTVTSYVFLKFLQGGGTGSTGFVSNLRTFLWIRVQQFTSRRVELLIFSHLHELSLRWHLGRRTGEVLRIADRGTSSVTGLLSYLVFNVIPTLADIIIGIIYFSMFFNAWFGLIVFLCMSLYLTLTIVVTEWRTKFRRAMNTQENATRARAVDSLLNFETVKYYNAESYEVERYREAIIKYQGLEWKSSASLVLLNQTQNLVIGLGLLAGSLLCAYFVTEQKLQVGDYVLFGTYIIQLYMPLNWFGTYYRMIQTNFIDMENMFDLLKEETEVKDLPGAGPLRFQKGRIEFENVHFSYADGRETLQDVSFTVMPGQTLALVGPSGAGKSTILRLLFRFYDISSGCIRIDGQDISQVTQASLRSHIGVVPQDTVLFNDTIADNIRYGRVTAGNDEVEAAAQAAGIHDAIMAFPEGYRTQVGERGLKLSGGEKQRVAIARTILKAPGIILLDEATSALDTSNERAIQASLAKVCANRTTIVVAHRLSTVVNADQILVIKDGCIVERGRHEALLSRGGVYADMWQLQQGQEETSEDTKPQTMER
Granule exo inh – blocks lytic granule exocytosis; TALL-104 LAMP-1 surface exposure, flow cytometry; cells stimulated with thapsigargin and PMA; inhibition, % at 10 µM; 360,000 tested, 0.66% active;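 active = inhibition above about 55%, limit read from the data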
hiPSC survival – enhancers of human iPSC single-cell survival | hiPSC single-cell survival, ATPlite luminescence; 100% = ROCK inhibitor wells, 0% = DMSO | AID 602274 | survival enhancement, % at 20 µM | 360,000 tested, 0.044% active; in the data active = survival enhancement above about 18%;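 note: cells exposed to compounds for 16 hours before the ATP read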
Cardio protect – modulators protecting cardiomyocytes from myocardial damage; protection from H2O2 cell death, % at 20 µM; 360,000 tested, 0.63% active; H9c2 cardiomyocytes, H2O2 injury protection, ATPLite, 2 h; AID 588492;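 active = compounds giving at least 50% protection of heart cells from peroxide-induced death in the single-dose screen, raw or plate-pattern-corrected value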;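 note: 0% = DMSO wells with peroxide and 100% = DMSO wells without peroxide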
Glyco luc inh – N-linked glycosylation inhibition; AID 588692; 360,000 tested, 0.23% active; reporter increase, % at 12.5 µM; D54 ERlucT glycosylation luciferase reporter, 24 h; percent of 100 nM tunicamycin response;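 active = mean luciferase reporter signal, scaled so untreated is 0 and the glycosylation-blocking control 100, at or above a set limit in every replicate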;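 note: luciferase carries N-glycosylation sites so blocking glycosylation raises the light; 0% = median of neutral control wells and 100% = median of 100 nM tunicamycin wells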
ABHD5-PLIN5 inh – blocks binding of human ABHD5 to perilipin-5. AID 602281. Q00G26+Q8WTS1. 360,000 tested, 0.78% active. Split G. princeps luciferase complementation, luminescence, 4 h. inhibition, % at 4 µM;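 active = inhibition above the mean inhibition across every tested compound plus 3 SD, cut at about 22% in these data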;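 note: 0% = DMSO only wells and the 100% control is not disclosed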
aDG glyco up – alpha-DG glycosylation activation; Pro5-aDG cells, alpha-DG glycosylation AlphaScreen (IIH6); 0% Pro5, 100% B10-LARGE cell signal; activation, % at 10 µM; 360,000 tested, 0.22% active;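 active = activation of at least 8% versus controls, or a plate z-score of at least 8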;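 note: Pro5 are CHO cells carrying HIG-tagged alpha-DG that lacks glycosylation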
MC4R barr agon – activates human MC4R beta-arrestin recruitment; activation, % at 8.9 µM; U2OS MC4R beta-arrestin complementation, luminescence; percent of melanotan II response, DMSO zero; 360,000 tested, 0.98% active; P32245;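 active = activation above a per-plate cutoff, the mean activation of sample wells on that plate plus 3 SD, cut at about 8% in these data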
MC4R antag cAMP – antagonists of human melanocortin 4 receptor (MC4R); P32245; MC4R-expressing cells, MTII-stimulated cAMP, LANCE TR-FRET; inhibition, % at 6.5 µM; 360,000 tested, 0.48% active; AID 540295;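 active = inhibition above its plate's cutoff, the mean of tested wells on that plate plus 3 SD, cut at about 29% in these data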;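 note: 0% = Melanotan II alone and 100% = Melanotan II plus saturating MCL0020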
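Material: U2OS-MC4R stable cell line | Reagent: Melanotan II challenge after compound preincubation | Doses: One concentration, 6.5 µM nominal | Incubation: 30-min compound preincubation, 1-h Melanotan II challenge, 1-h detection, room temperature | Signal: TR-FRET cAMP assay | Replicates: One well per compound, no replicates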
HTR2A ag – agonists of mouse serotonin 5-HT2A receptor (HTR2A); P35363; CHO-K1 mHTR2A beta-arrestin complementation, luminescence; percent of 30 µM serotonin response; activation, % at 7.6 µM; 360,000 tested, 0.66% active; AID 624169;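 active = activation above a run cutoff, the mean activation of all tested compounds plus 3 SD, cut at about 14% in these data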;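 note: 0% = plate median of compound wells and 100% = 30 µM serotonin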
* marks the source's active call; other numbers are inactive results; / = not tested or not shown. Compounds were not picked by outcome, and some 4.5% of all compounds hit somewhere here.

smiles,ABCB6 inh 2,Granule exo inh,hiPSC survival,Cardio protect,Glyco luc inh,ABHD5-PLIN5 inh,aDG glyco up,MC4R barr agon,MC4R antag cAMP,HTR2A ag
CSc1nc2ccc(NC(=O)C3CCCO3)cc2s1 (stereo not drawn),84,4,-1.6,-4,-4,0,-0.3,-0.8,1,1
COc1ccccc1C(=O)NCC(=O)n1nc(C)cc1C,86,-2,3.6,2,2,4,0.0,-2.4,3,5
Cc1cc([N+](=O)[O-])nn1CC(=O)N/N=C/c1ccccc1Br,94,2,0.0,-1,2,-1,0.1,-0.1,5,2
O=C(NN1C(=O)c2ccccc2NC1c1ccccc1OCc1ccccc1)c1ccncc1 (stereo not drawn),92,1,-0.7,6,-1,4,-0.3,-0.6,-1,4
Cc1ccc(C)c(NC(=O)CCN2CCOCC2)c1,98,-2,0.2,3,1,7,0.0,2.2,9,20*
Cc1ccc(OC(=O)CCC(=O)Nc2ccc(Br)cc2)cc1,103,0,-0.8,4,-1,-2,-0.1,-3.4,4,8
O=C(Cc1c(F)cccc1Cl)NNC(=O)c1ccncc1,96,-5,-0.5,-3,1,-6,-0.3,-2.3,4,-7
O=C(CN1C(=O)NC2(CCCC2)C1=O)OCc1ccc(F)cc1,101,4,0.8,4,0,9,-0.3,-0.9,-3,0
COC(=O)C1CCN(C(=O)COC(=O)c2oc3ccccc3c2C)CC1,99,2,0.3,8,2,-1,-0.1,-1.4,-3,1
COCCNC(=O)CN1N=C(c2ccc(OC)cc2)CCC1=O,101,-1,0.0,-1,1,-2,-0.2,-0.5,10,0
NC(=O)c1ccc(NC(=O)COC(=O)C2CC3C=CC2C3)cc1 (stereo not drawn),102,25,-4.0,1,2,-1,-0.2,-1.6,4,-2
O=C(c1nn2c(C(F)(F)F)cc(-c3ccccc3)nc2c1Cl)N1CCOCC1,94,-4,1.9,-4,5,-7,0.3,-2.5,1,12
Cc1ccc(NC(=O)NCc2ccc3c(c2)OCO3)c(C)c1,97,3,12,1,0,5,0.2,1.1,2,2
CC1C/C(=C/c2ccccn2)C(=O)/C(=C/c2ccccn2)C1 (stereo not drawn),96,11,3.9,-9,-24,76*,-0.8,-3.4,1,-1
CCOc1ccc(C(=O)N2CCN(S(=O)(=O)c3ccc4c(c3)OCCO4)CC2)cc1OCC,89,0,0.0,-4,2,-3,-0.3,0.0,15,-3
O=C(Nc1cccc(/C=C/c2ccccn2)c1)c1cc(Cl)ccn1,172,-1,-0.2,3,1,6,0.0,-2.7,1,-1
Cc1cc(C)n2c(NC3CCCCC3)c(-c3ccc(F)cc3)nc2n1,120,1,0.3,/,/,-4,-0.1,/,/,-4
CC(C)CC(=O)Nc1ccc(C(=O)NN2C(=O)c3ccccc3C2=O)cc1,96,1,-1.6,-6,2,4,-0.1,-2.5,4,1
CCOc1cc(OCC)cc(C(=O)N2CCC[C@H]2C(=O)N2CCC[C@H]2C(=O)NCc2ccc(F)cc2F)c1,98,-6,-0.6,/,/,-1,0.0,/,/,4
COc1ccccc1NC1=C(Cl)C(=O)N(c2ccccc2)C1=O,101,-6,-1.3,3,0,-3,0.1,-2.5,19,-1
Cc1cc(C)nc(SCc2ccc(C(=O)N/N=C/c3ccc(C(=O)O)cc3)cc2)n1,91,0,0.1,3,-1,8,-0.2,2.6,-2,4
CCOCCCNS(=O)(=O)c1ccc(NC(=O)c2ccc([N+](=O)[O-])cc2Cl)cc1,98,-2,2.5,-4,0,-16,1.3,0.8,16,5
COc1ccccc1NC(=O)CSc1ccc(-c2ccc(-n3ccnc3)cc2)nn1,88,0,-0.2,3,-1,13,0.9,-1.2,2,-2
O=C(NCc1ccccn1)/C(=C/c1ccco1)NC(=O)c1ccccc1,96,-2,-2.2,4,2,-3,0.0,-2.1,9,3
O=c1c(C/C=C/c2ccccc2)c(O)ccn1CCc1c[nH]c2ccccc12,97,-1,0.3,-1,1,-3,0.6,-0.3,15,4
CC1(C(=O)NS(=O)(=O)c2ccccc2)CCN1C(=O)CCc1ccccc1 (stereo not drawn),98,12,-1.5,8,2,13,-0.5,-1.1,1,2
CCCCn1c(N)c(N(CC)C(=O)c2c(CC)noc2C)c(=O)[nH]c1=O,94,-4,-0.3,-2,1,-1,0.1,0.3,-1,8
CCn1c(=O)n(CC)c2cc(NC(=O)CSc3ccc([N+](=O)[O-])cn3)ccc21,96,-6,-0.7,13,3,5,0.1,-0.6,-9,-5
Cc1c(C)n(CCc2ccccc2)c2ncnc(NCCCO)c12,93,11,0.4,-7,-4,6,-0.1,-2.5,6,3
O=C(O)c1ccccc1N1C(=O)C2C3CCC(C3)C2C1=O (stereo not drawn),98,0,0.1,0,-1,-5,-0.5,-0.5,26,-2
COc1ccc(NC(=O)c2cc(-c3cccs3)on2)cc1OC,108,-2,5.9,0,-2,12,0.1,5.0,-12,0
CC(=O)c1ccc(S(=O)(=O)N2CCC(c3nc4ccccc4[nH]3)CC2)cc1,97,5,-0.5,2,-2,-38,0.1,4.6,7,-3
CCOC(=O)N1CCN(c2nc3c(C)cccn3c(=O)c2C=O)CC1,103,-5,-0.5,1,-2,2,0.1,-0.6,4,-4
CCCCCCCCNc1ncnc2ccccc12,99,-4,0.1,-23,1,-6,4.5,3.7,2,-4
Cn1c(=O)c2sccc2n2c(CCCC(=O)Nc3ccc(F)cc3F)nnc12,100,-17,-0.5,13,3,10,0.1,-0.9,11,0
COc1cc(C(=O)OCC(=O)c2cc(C)n(C)c2C)cc(OC)c1OC,89,-1,-1.8,0,24,-7,-0.2,-0.9,-5,-3
O=C(NNC(=O)c1ccccc1O)c1ccccc1O,98,-1,-1.0,7,-4,1,1.1,1.6,7,-3
Cc1cc(N)n(-c2ncnc3scc(-c4ccc(Cl)cc4)c23)n1,97,2,-2.7,2,-2,-4,-0.2,-1.9,1,-1
CC(C)C[C@@H](CN(N=O)[C@@H](Cc1ccccc1)CN(C)N=O)N(CCc1ccccc1)N=O,89,-1,0.3,-5,-5,-1,0.0,0.1,6,1
CCCc1nc2ccccc2c(C(=O)OCC(=O)c2ccc3c(c2)NC(=O)CO3)c1CC,97,22,-1.0,3,-2,-4,0.2,1.3,3,8
COc1ccccc1NC(=O)C(C)OC(=O)CCCc1c[nH]c2ccccc12 (stereo not drawn),99,12,-0.4,-10,1,0,0.1,-5.7,-1,2
COc1ccc(C2/C=C\CN(Cc3ccc(N(C)C)cc3)CC(=O)N2Cc2ccc(F)cc2)cc1 (stereo not drawn),99,-4,-0.5,-1,0,3,-0.3,-0.6,7,2
CCCNC(=O)C1CCN(c2cc(-c3ccccc3)nc3ncnn23)CC1,96,2,0.8,0,0,2,0.4,-2.1,8,-1
CC[C@]1(C(=O)OC)[C@H]2C(=O)N(Cc3ccccc3)C(=O)[C@H]2[C@H]2CN=C(SCc3ccc(C#N)cc3)N21,95,-3,-0.3,29,2,0,-0.2,-1.9,6,-1
C=C(C)Cn1c(C(C)NC(=O)CCC)nc2ccccc21 (stereo not drawn),92,4,4.4,-4,2,0,-0.2,1.7,3,-2
Cc1cc(NC(=O)c2ccc(Cl)cc2)cc(C)c1OCC(=O)N1CCOCC1,97,0,-0.4,-14,-5,-4,0.4,-1.0,5,-2
O=C1C(Cl)=C(NCC2CCCO2)C(=O)N1C1CCCCC1 (stereo not drawn),96,0,-2.3,-6,1,-10,0.2,-1.5,-9,0
CC(C)(C)n1nnnc1C(c1cccc(C#N)c1)N1CCCCCC1 (stereo not drawn),100,-2,-2.2,-1,-2,9,0.4,1.1,0,6
CN1C(=O)N(C)c2ccc(Br)c3cccc1c23,95,8,-0.2,-4,-2,10,0.0,1.2,-11,5
CN(Cc1ccccc1)C(=O)CCC1CCN(C(=O)c2ccco2)CC1,90,-1,8.9,5,-1,4,-0.1,-4.5,2,-5
c1nnc(NC2=NCCC2)s1,102,1,-1.5,17,4,5,0.0,-1.8,-1,9
CC1CC(=O)N(CC(=O)Nc2ccc3c(c2)OCO3)c2ccccc2S1 (stereo not drawn),102,1,-1.7,1,0,-2,0.1,-0.3,6,-4
O=C(NN=C1CCCCCC1)c1ccc2c(c1)OCO2,114,-2,-0.8,2,2,1,0.1,-2.9,0,-3
CCCC1(c2ccccc2)NC(=O)N(CC(=O)Nc2ccc(N3CCOCC3)cc2)C1=O (stereo not drawn),94,-1,0.4,6,4,6,0.1,-1.0,0,-1
CC(CN1CCCCC1)OC(=O)Cc1ccc(Cl)cc1 (stereo not drawn),98,-2,-0.5,-6,2,4,0.3,1.9,7,-1
CCN1CCN(c2ncc(C(=O)Nc3c(F)cc(F)cc3Br)c3ccccc23)CC1,121,0,2.2,18,-7,1,1.2,0.1,3,0
